Cneo AK release: Cryptococcus neoformans cell lysis inducers, primary screen, AK release luminescence, single concentration; C. neoformans lysis, adenylate kinase release luminescence, 4 h; normalised: neutral wells 0, clomiphene wells 100; lysis activity, % at 15 µM; 360,000 tested, 0.2% active;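 active means mean lysis activity across replicates of at least 80%, whatever share of replicates individually reach that level; inactive means mean lysis activity below 80%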
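Schedule: static 4 h at 37 °C with compound, 1 h detection; system: C. neoformans cells; benchmarks: Clomiphene as positive control; buffer or medium: fresh YPD medium; measure: luminescence rise reflecting yeast cell lysis; measured by: luminescent adenylate kinase detection reagent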
C2C12 statin: suppressors of statin myotoxicity in C2C12 myotubes, primary screen, cell-based, single point, plate reader | rescue of ATP level, % at 7.49 µM | C2C12 myotubes + simvastatin, ATP luminescence, 48 h; scaled: DMSO 0, geranylgeraniol control 100 | 330,000 tested, 0.78% active;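 active means mean ATP rescue above about 67%, or every replicate alone reaching that limit, limit read from the data, passing the limit was not always enough; inconclusive means no clear call, values can overlap the other calls; inactive means mean under the limit and some replicate under it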;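 further: myotubes were challenged with 10 µM simvastatin during compound exposure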
GSIS activator: GLuc luminescence reporter in INS-1E cells, primary screen for activators of glucose-dependent secretion of insulin; INS-1E GLuc reporter insulin secretion, 2-3 h; activation, % at 16.6 µM; 370,000 tested, 0.61% active;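 active means lowest replicate activation of at least 40%, so every replicate reaches that level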;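 further: 0% = median of neutral control wells and 100% = median of IBMX positive control wells; some compounds called inactive have numbers as strong as hits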
PGC1a acetyl inh: inhibitors of PGC1a acetylation signal, primary screen, cell-based, U2OS, AlphaScreen, inhibitor mode. 350,000 tested, 0.17% active. AlphaScreen anti-acetyl-lysine; with virally co-expressed GCN5 acetyltransferase. inhibition, % at 15.6 µM;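 active means every replicate shows inhibition of at least 40%; inconclusive means mean inhibition at least 40% but some replicate below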;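 further: 0% = neutral control wells and 100% = positive control wells; some results beyond the cut were filed as inactive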
PglD inh: C. jejuni PglD acetyltransferase inhibitors, primary screen, biochemical, DTNB colorimetric, single point | purified PglD enzyme, DTNB colorimetric CoA detection | UDP-N-acetylbacillosamine N-acetyltransferase PglD (Campylobacter jejuni) | inhibition, % at 12.5 µM | 360,000 tested, 0.098% active | AID 602405, 2012; in the data active means inhibition above about 16%, passing the limit was not always enough; inconclusive means no clear call, values can overlap the other calls; further: strong numbers were not always called active
ARNT TACC3 PPI: disruptors of ARNT/TACC3 protein interaction, primary screen, biochemical, AlphaScreen, single concentration; AlphaScreen His-ARNT PAS-B/GST-TACC3 binding, luminescence; TACC3 fragment carries E629A point mutation; 390,000 tested, 0.66% active; Transforming acidic coiled-coil-containing protein 3 (Homo sapiens), Q9Y6A5; AID 623870, 2012; inhibition, % at 9.99 µM;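 active means mean inhibition of replicates at least 50% and at least half of replicates each reaching 50%; inconclusive means half or more replicates reach 50% but mean below 50%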;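 further: 0% = complete ARNT plus TACC3 wells and 100% = ARNT alone without TACC3; many hits fall short of the cut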
PAX8 inh HTS: inhibitors of PAX8-driven TPO luciferase reporter, primary screen, RMG-I cells, single concentration. 360,000 tested, 1.2% active. inhibition, % at 12.6 µM. SteadyGlo, 24 h;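 active means mean replicate inhibition at least 60% with every replicate also reaching 60%; inconclusive means only one of the two criteria is met; inactive means mean below 60% and not all replicates reaching 60%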;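 further: luciferase light reporting Pax8 driven TPO promoter activity; plate controls were median of neutral control wells for no effect and mitoxantrone controls for full effect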
LGR2 inh: inhibitors of bursicon-induced LGR2 CRE-luciferase signal, primary screen, cell-based, HEK293, CRE-luciferase reporter, bursicon stimulation; Drosophila bursicon receptor LGR2 (rickets); bursicon-stimulated, 4 h; inhibition, % at 9.99 µM; 380,000 tested, 0.35% active; AID 720647, 2013;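 active means drop in luminescence signal, shown as inhibition above about 50% in the replicate tests, limit read from the data, passing the limit was not always enough; inconclusive means probably only some replicates passing the limit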;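 further: agonist challenge used bursicon conditioned medium at about half maximal strength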
* = called active by the depositor; ? = inconclusive; . = not tested or not shown. Compounds as they come. Share with any hit: about 2.9%.

SMILES | Cneo AK release | C2C12 statin | GSIS activator | PGC1a acetyl inh | PglD inh | ARNT TACC3 PPI | PAX8 inh HTS | LGR2 inh
Cc1cc(-c2ccc(F)cc2)n2ncc(-c3ccccc3)c2n1 | -2 | -1 | 2 | . | -2 | . | -179 | 27
CNC(=O)C[C@@H]1CC[C@H]2[C@@H](COc3ccc(NC(=O)c4ccc(F)cc4)cc3C(=O)N2C)O1 | -3 | 4 | 1 | -1 | -2 | -9 | 0 | 5
CCC(C)c1ccc(S(=O)(=O)N2CCN(c3ccccn3)CC2)cc1 (stereo not drawn) | 1 | 11 | 0 | . | 4 | 1 | 6 | -1
Cc1nnc(-c2ccc(N3CCCCCC3)c([N+](=O)[O-])c2)o1 | 4 | . | . | -15 | 0 | 0 | -59 | .
CS(=O)(=O)c1ccc(Cl)c(NC(=O)CCCSc2ccccc2)c1 | 9 | 2 | 7 | . | 0 | 10 | -1 | 10
Cn1c(=O)oc2cc(S(=O)(=O)Nc3ccccc3F)ccc21 | 3 | 2 | . | -7 | -1 | -5 | -1 | 3
CC(=O)NCC(=O)OC(C(=O)c1ccccc1)c1ccc(Cl)cc1 (stereo not drawn) | -1 | . | 13 | 0 | -1 | -4 | . | 13
C/C=C/c1ccc([C@H]2[C@@H](CO)N(C(=O)CC)[C@H]2CN(C)C(=O)C2CC2)cc1 | 6 | -3 | -2 | 2 | -2 | -6 | -2 | 7
C[C@H](CO)N1C[C@H](C)[C@H](CN(C)C(=O)NC2CCCCC2)Oc2cc(C#Cc3ccc(F)cc3)ccc2S1(=O)=O | -6 | 0 | -5 | ? | 3 | 7 | 91* | 28
N#CCCN(C(=O)c1ccco1)c1ccccc1 | -5 | 0 | . | . | 7 | -3 | . | .
COC(=O)c1ccc(/C=N/NC(=O)C(=O)NCc2ccccc2)cc1 | . | . | 2 | . | . | 9 | -1 | 35
CC(C)N1C(=O)[C@@]2(Cc3ccccc31)c1ccccc1C(=O)N(Cc1ccccc1)[C@H]2c1ccc(CO)cc1 | 6 | . | . | 9 | 1 | -3 | 13 | .
CCOC(=O)CN1C(=O)N(CC(=O)OCC)C(c2ccccc2)(c2ccccc2)C1=O | 1 | -1 | -3 | -18 | -3 | 9 | 2 | 10
CC(C)c1ccc(C2CC(=O)c3cnc(NC(=O)c4ccco4)nc3C2)cc1 (stereo not drawn) | 19 | -16 | -2 | -10 | 2 | -2 | -70 | -13
C/C(=N\OCC(=O)N/N=C/c1ccc(C)cc1O)c1cccs1 | -1 | -2 | . | -7 | -2 | 4 | -6 | .
CCN1CCCC1CNC(=O)c1cc2c(-c3cccc(OC)c3)nn(C)c2s1 (stereo not drawn) | 4 | -5 | . | -15 | -1 | 10 | 14 | .
Cc1nn(CC(=O)NCC2CCCO2)c(=O)c2cc3ccccc3n12 (stereo not drawn) | -1 | 0 | -1 | 3 | 0 | -4 | -10 | -13
O=C(NC(=S)Nc1nc(-c2ccc(Br)cc2)cs1)c1cccnc1 | . | 254* | 26 | 1 | . | -6 | . | 13
Cc1ccccc1C(=O)c1cccn1CC(=O)N1CCCCC1 | -8 | 4 | 11 | 4 | 1 | 0 | 4 | -9
C[C@@H]1CN([C@H](C)CO)C(=O)c2cc(C3=CCCCC3)cnc2O[C@H]1CN(C)C(=O)c1ccc2c(c1)OCO2 | -1 | 32 | -29 | -1 | -2 | -2 | 25 | -4
CCOc1ccc(C(=O)Nc2nnc(SCC(=O)NCC3CCCO3)s2)cc1OCC (stereo not drawn) | -1 | 4 | 26 | -8 | 2 | -5 | . | 12
Clc1ccc2nc(N3CCNCC3)nc(-c3ccccc3)c2c1 | 5 | -2 | . | -9 | -1 | -20 | 2 | .
COC(CNC(=O)c1ccc(CS(=O)(=O)c2ccc(Br)cc2)o1)OC | 1 | 0 | -1 | 0 | -4 | -4 | -18 | -6
COC(=O)c1c(C)[nH]c(C(=O)COC(=O)CCc2ccc(OC)c(OC)c2)c1C | 5 | -4 | 31 | 7 | -3 | . | -13 | -9
Nc1c(C(=O)NCc2ccccc2)nnn1Cc1ccc(F)cc1 | 0 | -2 | 15 | 11 | -4 | . | -9 | -7
Cc1cc(C)c(S(=O)(=O)N(C)Cc2cnn(C)c2)c(C)c1 | -2 | -14 | . | 4 | 0 | -11 | -5 | .
Cc1cccc(S(=O)(=O)Nc2nc3ccccc3nc2OC(C)C)c1 | -1 | 5 | 3 | 5 | 1 | -19 | -1 | 15
O=C(COC(=O)COc1ccccc1)NC12CC3CC(CC(C3)C1)C2 | -1 | -4 | 10 | 2 | 3 | -11 | -4 | -9
c1ccc(Sc2ccccc2CN2CCCC2)cc1 | 0 | . | 20 | -4 | -2 | . | 1 | 3
COc1cc(CN(C)Cc2cccc3ccccc23)cc([N+](=O)[O-])c1O | -1 | 12 | 4 | . | -7 | 0 | -8 | 2
O=C(NNC1CC(=O)N(c2ccc(Cl)cc2)C1=O)c1ccco1 (stereo not drawn) | . | . | -6 | 11 | . | -1 | 1 | 4
Cc1ccc(OCCC(=O)OCC(=O)N2CCN(S(=O)(=O)c3ccc(Cl)cc3)CC2)cc1 | . | 8 | -20 | . | . | 2 | 5 | 3

Molecules above that have four or more nitrogen atoms (seven):
SMILES | Cneo AK release | C2C12 statin | GSIS activator | PGC1a acetyl inh | PglD inh | ARNT TACC3 PPI | PAX8 inh HTS | LGR2 inh
Cc1nnc(-c2ccc(N3CCCCCC3)c([N+](=O)[O-])c2)o1 | 4 | . | . | -15 | 0 | 0 | -59 | .
CCN1CCCC1CNC(=O)c1cc2c(-c3cccc(OC)c3)nn(C)c2s1 (stereo not drawn) | 4 | -5 | . | -15 | -1 | 10 | 14 | .
Cc1nn(CC(=O)NCC2CCCO2)c(=O)c2cc3ccccc3n12 (stereo not drawn) | -1 | 0 | -1 | 3 | 0 | -4 | -10 | -13
O=C(NC(=S)Nc1nc(-c2ccc(Br)cc2)cs1)c1cccnc1 | . | 254* | 26 | 1 | . | -6 | . | 13
CCOc1ccc(C(=O)Nc2nnc(SCC(=O)NCC3CCCO3)s2)cc1OCC (stereo not drawn) | -1 | 4 | 26 | -8 | 2 | -5 | . | 12
Clc1ccc2nc(N3CCNCC3)nc(-c3ccccc3)c2c1 | 5 | -2 | . | -9 | -1 | -20 | 2 | .
Nc1c(C(=O)NCc2ccccc2)nnn1Cc1ccc(F)cc1 | 0 | -2 | 15 | 11 | -4 | . | -9 | -7

Source: PubChem (Broad Institute)
